# CHT block = inhibitors of human choline transporter CHT; B-score at 10 µM; hit rate 0.86% among 310,000; CHT-expressing cells, membrane potential dye, choline response; active compounds read low; Q9GZV3;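 active = B-score over 3 SD under the library average, and starting fluorescence ratio not unusually high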;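 note: choline stimulus applied at its EC90 after an EC20 pre-addition; B-score computed on integrated fluorescence ratio after choline addition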
# Target sequence (Q9GZV3 whole entry, looked up): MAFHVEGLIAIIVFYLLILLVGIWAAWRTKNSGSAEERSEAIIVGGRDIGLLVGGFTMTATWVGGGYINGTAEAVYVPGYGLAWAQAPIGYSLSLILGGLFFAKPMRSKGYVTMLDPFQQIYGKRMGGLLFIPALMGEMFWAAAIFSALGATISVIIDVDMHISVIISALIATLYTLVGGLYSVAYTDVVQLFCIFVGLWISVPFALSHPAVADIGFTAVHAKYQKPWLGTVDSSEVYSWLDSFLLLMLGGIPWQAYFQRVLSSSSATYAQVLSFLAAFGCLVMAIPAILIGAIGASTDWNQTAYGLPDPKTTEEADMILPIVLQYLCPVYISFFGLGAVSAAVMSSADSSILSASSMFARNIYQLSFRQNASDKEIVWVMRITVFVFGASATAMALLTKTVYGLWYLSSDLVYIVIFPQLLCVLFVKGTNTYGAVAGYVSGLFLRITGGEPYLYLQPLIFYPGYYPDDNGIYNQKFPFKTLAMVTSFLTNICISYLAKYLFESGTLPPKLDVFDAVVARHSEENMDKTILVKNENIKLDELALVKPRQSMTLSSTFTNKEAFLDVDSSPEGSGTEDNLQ
# CHT allo act = allosterically activates the human high affinity choline transporter; Q9GZV3; CHT-expressing cells, membrane potential dye, choline EC20; active compounds read high; LV-AA mutant CHT in HEK293 cells; B-score at 10 µM; hit rate 0.49% among 310,000;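 active = initial fluorescence not abnormally high and integrated response B-score, plate-corrected, over 3 SD above library mean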
# Calls only; i = inactive. Hits appear at their usual frequency (roughly 1.4% active in at least one column).
SMILES,CHT block,CHT allo act
CCOc1ccc(NC(=O)CN(C2CCCCC2)S(C)(=O)=O)cc1,i,i
O=C(CCNC(=O)C1CCN(S(=O)(=O)c2ccccc2)CC1)NC1CC1,i,i
CCOC(=O)c1c(-c2ccccc2)n(C)c2ccc(O)cc12,i,i
C/C(=N/NC(=O)CCc1ccccc1)c1ccc2c(c1)OCO2,i,i
O=c1oc2cc(O)c(Cl)cc2c2ccccc12,i,i
CCc1cc(Cn2nc(-c3ccccc3)cc2C(=O)NCc2cccs2)on1,i,i
CCc1ccc(N2CC(C(=O)N/N=C/c3ccccc3OC)CC2=O)cc1 (stereo not given),i,i
Cc1nc(SCC(=O)N2CCCCCC2)[nH]c(=O)c1C,i,i
Cc1nnsc1-c1c(C(=O)O)c(C)nn1-c1ccc(OC(F)(F)F)cc1,i,i
CCOc1cc(NC(=O)c2ccccn2)c(OCC)cc1NC(=O)c1ccc(C)cc1,i,i
Cc1ccnc(NC(=O)/C=C/c2ccccc2Cl)c1,i,i
O=C1Nc2ccc(NS(=O)(=O)c3cccs3)c3cccc1c23,i,i
COc1ccc(OCC(=O)Nc2ccc3c(c2)nc(CCn2ccccc2=O)n3C)cc1,i,i
COC(=O)c1nn(-c2ccccc2)c(Cl)c1/C=N/OCc1ccc(C)cc1,i,i
COc1ccc(CCNc2cc(N3CCN(C(=O)c4ccccc4F)CC3)ccc2[N+](=O)[O-])cc1OC,i,i
COc1cccc([C@@H]2CC=C(C(=O)O)[C@H](c3cccc(Cl)c3)N2S(=O)(=O)c2ccc(C)cc2)c1,i,i
O=C(CN(C(=O)CCC(=O)Nc1ccccn1)c1ccc(F)cc1)NCCc1ccccc1,i,i
Cc1ccc(-c2nc(Nc3cccc(O)c3)c3ccccc3n2)cc1,i,i
Cc1cccc(OCC(O)CN2C(C)(C)CC(O)CC2(C)C)c1C (stereo not given),i,i
CCCNC(=S)N1CCN(C)CC1,i,i
COc1ccc(CCN2CC(C(=O)NCCc3ccccc3)CC2=O)cc1OC (stereo not given),i,i
COc1ccc(C(=O)NC(=S)Nc2ccc(S(=O)(=O)Nc3cc(OC)ncn3)cc2)cc1,i,i
C1CCC(C23CC4CC(CC(C4)C2)C3)NC1 (stereo not given),i,i
CCOc1ccccc1NC(=O)C1CCC(CNc2c(N3CCOCC3)c(=O)c2=O)CC1 (stereo not given),i,i
CCOC(=O)c1oc2cc(OCC(=O)OC)ccc2c(=O)c1-c1ccc(OC)c(OC)c1,i,i
COc1ccc(C(C(C(=O)c2ccco2)N2CCOCC2)N2CCOCC2)cc1 (stereo not given),i,i
CN1CCN(c2ccc(S(=O)(=O)N3CCCCC3)cn2)CC1,i,i
CCOc1ccc(CC(=O)N2CCN=C2SCc2ccc([N+](=O)[O-])cc2)cc1,i,i
C=CCOCCN(C)C1=NS(=O)(=O)c2cc([N+](=O)[O-])ccc21,i,i
CCCC(=O)c1ccc(N2CCN(C(=O)c3ccc(Br)cc3)CC2)c(F)c1,i,i
CCCC(=O)Nc1c(-c2ccccc2)c(=O)c(C)nn1-c1ccc(Cl)cc1,i,i
CCOC(=O)c1cc2oc(C(c3nnnn3C3CCCCC3)N3CCOCC3)cc2[nH]1 (stereo not given),i,i
CCOC(=O)C1=C(C)NC(=O)C(C(N)=O)C12CCCC2 (stereo not given),i,i
CN(Cc1cccc(Cl)c1)C(=O)C1CCN(C(=O)Nc2ccccc2)CC1,i,i
O=S(=O)(NC1CCCCC1N1CCN(c2ccccc2F)CC1)c1ccccc1 (stereo not given),i,i
O=C(NCCCN1CCN(Cc2ccccc2)CC1)C1CCN(S(=O)(=O)N2CCC3(CC2)OCCO3)CC1,i,i
CCOC(=O)C1(S(=O)(=O)c2ccc(Cl)cc2)CCN(Cc2ccccc2)CC1,i,i
CSCCC(NC(N)=O)C(=O)NCc1cccc(Cl)c1 (stereo not given),i,i
CC(Oc1ccccc1)C(=O)NC1CCN(Cc2ccccc2)CC1 (stereo not given),i,i
COc1ccc(/C=N/N2CCN(Cc3ccc(C)cc3)CC2)cc1Br,i,i
Clc1ccc2nc(-c3ccccn3)c(Nc3ccc4c(c3)OCO4)n2c1,i,i
CCn1ncc(Br)c1C(=O)Nc1ccc(C(C)C)cc1,i,i
O=C1CC2(CCN(C(=O)c3ccccc3[N+](=O)[O-])CC2)Oc2ccccc21,i,i
Cc1c(CC(=O)O)c(=O)oc2cc3c(cc12)CCC(C)(C)O3,i,i
Cn1c(=O)[nH]c(=O)c2c1nc(CN1CCN(c3cccc(Cl)c3)CC1)n2CCc1ccccc1,i,i

# Given as labelled records: 4 of the compounds above.
> O=S(=O)(NC1CCCCC1N1CCN(c2ccccc2F)CC1)c1ccccc1 (stereo not given)
  CHT block = i; CHT allo act = i
> COc1ccc(/C=N/N2CCN(Cc3ccc(C)cc3)CC2)cc1Br
  CHT block = i; CHT allo act = i
> O=C1CC2(CCN(C(=O)c3ccccc3[N+](=O)[O-])CC2)Oc2ccccc21
  CHT block = i; CHT allo act = i
> O=C(NCCCN1CCN(Cc2ccccc2)CC1)C1CCN(S(=O)(=O)N2CCC3(CC2)OCCO3)CC1
  CHT block = i; CHT allo act = i

# Additional entries.
SMILES,CHT block,CHT allo act
COc1cccc(-c2nnn(CC(=O)Nc3ccc(C)cc3C)n2)c1OC,i,i
Cc1c(C(=O)N(C)C)c2ccc(Cl)cc2n1O,i,i
Cc1ccc(/C=N/c2sc3c(c2C(N)=O)CCCC3)o1,i,i
CN(C)S(=O)(=O)Nc1ccc2c(c1)OCO2,i,i
OCCN1CCN(Cc2ccc3ccccc3c2)CC1,i,i
CCSc1nnc(NC(=O)CSc2nc3c(c(=O)n2-c2ccccc2OC)SCC3)s1,i,i
O=C(CCn1nnnc1CN1CCOCC1)N1CCC(c2ccccc2Cl)C1 (stereo not given),i,i
COc1ccc(NC(=O)c2cc(C)n(Cc3cccs3)c2C)cc1,i,i
CCc1ccc(OCC(=O)N/N=C(\C)c2ccc(O)cc2O)cc1,i,i
COc1ccc(N(CC(=O)N2CCN(c3cc(C)ccc3C)CC2)S(=O)(=O)c2c(C)noc2C)cc1,i,i
O=C(CNC(=S)N(Cc1ccccc1Cl)C1CCCC1)NCCCN1CCOCC1,i,i
CCCOc1ccc2[nH]cc(C(=O)O)c(=O)c2c1,i,i
c1ccc2c(c1)OCC(CNCC1COc3ccccc3O1)O2 (stereo not given),i,i
COC(=O)C(c1cc(OC)c(O)c(OC)c1)(N1CCNC(C)C1)C(F)(F)F (stereo not given),i,i
COc1ccc(OCc2nnc3n2N=C(c2ccccc2)C(CC(=O)O)S3)cc1 (stereo not given),i,i

# Some of the entries above, set out differently.
SMILES	CHT block	CHT allo act
O=S(=O)(NC1CCCCC1N1CCN(c2ccccc2F)CC1)c1ccccc1 (stereo not given)	i	i
O=C(NCCCN1CCN(Cc2ccccc2)CC1)C1CCN(S(=O)(=O)N2CCC3(CC2)OCCO3)CC1	i	i
CCOC(=O)C1(S(=O)(=O)c2ccc(Cl)cc2)CCN(Cc2ccccc2)CC1	i	i
CSCCC(NC(N)=O)C(=O)NCc1cccc(Cl)c1 (stereo not given)	i	i
CC(Oc1ccccc1)C(=O)NC1CCN(Cc2ccccc2)CC1 (stereo not given)	i	i

# (further entries)
SMILES,CHT block,CHT allo act
Clc1ccc(-n2nnc(-c3nccs3)n2)cc1Cl,i,i
CCN(CC)CCC#CC(O)(c1ccccc1)c1ccccc1,i,i
FC(F)(F)c1cccc(-c2ccc(/C=N/Nc3nncc(-c4ccccc4)n3)o2)c1,i,i
CCCCN(C(=O)c1ccc([N+](=O)[O-])s1)c1c(N)n(CC(C)C)c(=O)[nH]c1=O,i,i
Cc1cc(C)c(S(=O)(=O)NC(CC(=O)O)c2cccc([N+](=O)[O-])c2)c(C)c1 (stereo not given),i,i
O=C(NNc1cccc(Cl)n1)c1ccc(Cl)nc1,i,i
Cc1cc([N+](=O)[O-])c(C)cc1-c1ccc(/C=N/n2cnnc2)o1,i,i
COc1ccc(Cl)cc1-n1c(C)cc(C(=O)O)c1C,i,i
Cc1ccc(C(C)NC(=O)Cc2cccs2)c(C)c1 (stereo not given),i,i
O=C1COc2ccc(C(=O)COC(=O)c3cccnc3Cl)cc2N1,i,i
Cn1c(NCCCN2CCOCC2)nc2c1c(=O)n(Cc1ccc(Cl)cc1Cl)c(=O)n2C,i,i
CCOc1ccc(OCC(=O)N2CCOCC2)cc1,i,i
Cc1ccc(-n2c(SCC(=O)N3CCCCC3)nc(O)c(Cc3ccccc3)c2=O)cc1,i,i
CN1CCN(c2c(F)cc3c(=O)c(C(=O)O)cn4c3c2OCN4C)CC1,i,i
COC(=O)CCCC1=CC2=C(c3ccccc3)C(=O)C(C)(OC(=O)C3CCCC3)C(=O)C2=CN1c1ccc(OC)cc1 (stereo not given),i,i

# Whole records, looked up by structure. Values in the order: CHT block, CHT allo act
# COC(=O)C(c1cc(OC)c(O)c(OC)c1)(N1CCNC(C)C1)C(F)(F)F (stereo not given) is entered as i, i
# Cc1c(CC(=O)O)c(=O)oc2cc3c(cc12)CCC(C)(C)O3 is entered as i, i

# Continued.
SMILES,CHT block,CHT allo act
CSCCC(NS(=O)(=O)c1cccs1)C(=O)NCc1ccccc1 (stereo not given),i,i
CCOC(=O)C(=CNc1cc(C)nn1-c1ccccc1)C(=O)OCC,i,i
O=C(NC1CCCCC1)N1CCN(C(=O)c2ccco2)CC1,i,i
Cc1ccccc1NC(=O)c1ccccc1NC(=O)c1ccco1,i,i
COc1ccc(N2CCN(c3nc4ccc(C)cn4c(=O)c3C=O)CC2)cc1,i,i
C=CCSc1nc2sc3c(c2c(=O)n1CC=C)CCc1ccccc1-3,i,i
N#C/C(=C\c1c(N(Cc2ccccc2)Cc2ccccc2)nc2ccccn2c1=O)C(N)=O,i,i
CCOc1ccc(/C=N/NC(=O)C(C)N(c2ccc(OC)cc2)S(C)(=O)=O)cc1 (stereo not given),i,i
O=C(Cn1cc(C(F)(F)F)ccc1=O)Nc1cccc(S(=O)(=O)N2CCOCC2)c1,i,i
COC(=O)c1cc(S(=O)(=O)N(Cc2ccccc2)C(C)(C)C)c[nH]1,i,i
Cc1ccc(C(c2nnnn2C2CCCC2)N2c3ccccc3CC2C)cc1 (stereo not given),i,i
O=C(CCCC(=O)N1CCCC1)N1CCCC1,i,i
C=CCn1c(SCC(=O)c2c(N)n(CCC)c(=O)n(C)c2=O)nnc1-c1ccncc1,i,i
CCCc1nc(N2CCN(S(=O)(=O)c3ccc(Cl)cc3)CC2)c2c(C)c(C)sc2n1,i,i
COc1ccc(NC(=O)C2CCN(c3cnccn3)CC2)cc1Cl,i,i
CCOC(=O)c1c(NC(=O)CN(C)C2CCN(C)CC2)sc(C(=O)Nc2ccccc2)c1C,i,i
COCCn1c(-c2cccs2)nc2nc3ccccc3nc21,i,i
Cc1oc(-c2cccc(Cl)c2)nc1CN1CCC(C(=O)NCc2cccnc2)CC1,i,i
Cc1ccc(CNC(=O)Cn2ncn3cccc3c2=O)cc1,i,i
N#Cc1c(NCCCO)nc(-c2ccco2)c2c1CCCC2,i,i
Cc1ccc(-c2cc(C(=O)N3CCOCC3)no2)cc1,i,i
Cc1cc(CN(C)Cc2c(C(=O)N3CCCCCCC3)nc3ccc(Cl)cn23)n[nH]1,i,i
S=C(Nc1ccc2nsnc2c1)N1CCCC1,i,i
CCOC(=O)C1CCN(C(=O)c2ccc(Cl)c(NC3=NC4CS(=O)(=O)CC4S3)c2)CC1 (stereo not given),i,i
CC1=NN(c2ccc(S(=O)(=O)O)cc2Cl)C(=O)C1,i,i
COc1cc(NC(=O)COC(=O)C2CC2)c(C)cc1[N+](=O)[O-],i,i
Cc1ccc(-c2nnn(CC(=O)N(CC(=O)NCC3CCCO3)c3ccccc3)n2)o1 (stereo not given),i,i
CCN(CC)S(=O)(=O)c1ccc(C(=O)OCn2c(SC)nnc(C)c2=O)cc1,i,i
COc1ccc(/C=C2\SC(=O)N(CC(=O)Nc3ccc(F)cc3)C2=O)cc1O,i,i
CCOC(=O)/C(=C\Nc1ccccc1C(F)(F)F)Sc1ncc(C(F)(F)F)cc1Cl,i,i
COc1ccc(N2CCN(C(=O)CNS(=O)(=O)c3ccc(C)cc3)CC2)cc1,i,i
Cc1ccc(S(=O)(=O)Nc2cc3c4c(c2)CCN4C(=O)CC3)cc1,i,i
CCOC(=O)c1c(NC(=S)Nc2ccc(OC)cc2)sc2c1CCCCC2,i,i
COc1c(C)cc(C(=O)C2CCCN(C(=O)CCCn3cncn3)C2)cc1C (stereo not given),i,i
COc1ccc(-c2cc(-c3ccccc3)nc(SCC(=O)Nc3ncc(C)s3)c2C#N)cc1,i,i
Cc1ccc(S(=O)(=O)CCC(=O)c2cccc([N+](=O)[O-])c2)cc1,i,i
Cc1cc(NS(=O)(=O)c2ccc(NC(=O)CCCC(=O)O)cc2)nc(C)n1,i,i
CC1CCN(S(=O)(=O)c2cccc(C(=O)NCC3CCCO3)c2)CC1 (stereo not given),i,i
COCCn1cnc2c1c(=O)n(CC(=O)NC(=O)NC(C)(C)C)c(=O)n2Cc1ccccc1,i,i
CCCC1(C(=O)OCC)NC(c2ccco2)C2C(=O)N(C)C(=O)C21 (stereo not given),i,i
CCCCn1c(CCNC(=O)c2cccs2)nc2ccccc21,i,i
Cn1nc(C(=O)OCC(=O)c2ccc[nH]2)c2ccccc2c1=O,i,i
Cc1ccc(C(=O)NCCC(=O)N2CCC3(CC2)NCCc2[nH]cnc23)cc1,i,i
CCn1c(=O)c([N+](=O)[O-])c(NCCN(C)C)c2ccccc21,i,i
Cn1c(CCN2CCN(c3ccccn3)CC2)nc2cc(NS(=O)(=O)c3ccccc3)ccc21,i,i
Cc1cc(C)n(-c2ccc(C(=O)Nc3ccccc3N3CCOCC3)cc2)n1,i,i
CNC(=O)/C(C#N)=C/c1cccc(Oc2ccccc2)c1,i,i
O=C1CCC(C(=O)OCc2c(Cl)cccc2Cl)N1 (stereo not given),i,i
Cc1cc(C)n(-c2cc(O)c(-n3nc(C)cc3C)cc2O)n1,i,i
O=C(NCc1ccncc1)/C(=C/c1cccc([N+](=O)[O-])c1)NC(=O)c1ccccc1,i,i
